Bioassay records from PubChem.
USP8 block: human USP8 deubiquitinase inhibition; P40818; purified USP8, Ub-rhodamine cleavage fluorescence, 30 min; inhibition, % at 20 µM; 47,000 tested, 4.2% active
UCHL1 inh: human UCHL1 deubiquitinase inhibition; P09936; purified UCHL1, Ub-rhodamine cleavage fluorescence; inhibition, % at 20 µM; 47,000 tested, 0.2% active
Target sequence (P09936 whole entry, looked up): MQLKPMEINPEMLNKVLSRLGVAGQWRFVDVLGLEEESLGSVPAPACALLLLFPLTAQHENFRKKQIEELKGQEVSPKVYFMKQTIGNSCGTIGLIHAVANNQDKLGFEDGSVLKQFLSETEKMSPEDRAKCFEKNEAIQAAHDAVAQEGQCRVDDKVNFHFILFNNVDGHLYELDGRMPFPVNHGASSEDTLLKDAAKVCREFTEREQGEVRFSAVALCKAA
OTUD3 block: inhibitors of human OTUD3 deubiquitinase; Q5T2D3; inhibition, % at 25 µM; purified OTUD3, Ub-rhodamine fluorescence, 2 h; AID 1645858; 47,000 tested, 0.7% active
USP7 block: blocks human USP7 ubiquitin-rhodamine cleavage | AID 1645854 | purified USP7, Ub-rhodamine cleavage fluorescence | 47,000 tested, 0.3% active | inhibition, % at 20 µM | Q93009
USP17 inh: blocks human USP17 ubiquitin-rhodamine cleavage. A8MUK1. purified USP17, Ub-rhodamine cleavage fluorescence, 3 h. inhibition, % at 50 µM. 47,000 tested, 6.5% active
USP30 block: blocks human USP30 ubiquitin-rhodamine cleavage | Q70CQ3 | purified USP30, Ub-rhodamine cleavage fluorescence | inhibition, % at 25 µM | 47,000 tested, 5.3% active | AID 1645860
Target sequence (Q70CQ3 whole entry, looked up): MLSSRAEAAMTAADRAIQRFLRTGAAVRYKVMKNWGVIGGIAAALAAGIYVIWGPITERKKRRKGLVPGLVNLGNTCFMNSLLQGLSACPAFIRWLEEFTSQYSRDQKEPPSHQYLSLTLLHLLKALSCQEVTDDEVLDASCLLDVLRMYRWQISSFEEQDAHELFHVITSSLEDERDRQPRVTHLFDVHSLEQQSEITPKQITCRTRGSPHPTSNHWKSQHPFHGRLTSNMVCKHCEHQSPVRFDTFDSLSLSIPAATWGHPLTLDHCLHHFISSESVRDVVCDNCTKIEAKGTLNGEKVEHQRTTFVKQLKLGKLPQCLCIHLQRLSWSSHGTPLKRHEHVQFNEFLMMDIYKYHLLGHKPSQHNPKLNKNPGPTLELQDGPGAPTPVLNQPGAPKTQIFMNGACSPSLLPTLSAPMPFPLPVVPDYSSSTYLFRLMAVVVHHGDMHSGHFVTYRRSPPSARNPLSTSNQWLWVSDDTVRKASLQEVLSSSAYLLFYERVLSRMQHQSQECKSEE
USP28 inh: human USP28 deubiquitinase inhibition. inhibition, % at 25 µM. 47,000 tested, 3% active. purified USP28, Ub-rhodamine cleavage fluorescence, 30 min. Q96RU2
USP10 block: blocks human USP10 ubiquitin-rhodamine cleavage. Q14694. AID 1645856. 47,000 tested, 1.1% active. inhibition, % at 20 µM. purified USP10, Ub-rhodamine fluorescence, 60 min
Numbers without * were called inactive; / = not tested or not shown. Rule as the data show it: active = inhibition above about 30%; inactive = the rest.

SMILES	USP8 block	UCHL1 inh	OTUD3 block	USP7 block	USP17 inh	USP30 block	USP28 inh	USP10 block
O=C(C1CCCO1)N1CCN(c2ccc(-c3ccc4c(c3)OCO4)nn2)CC1 (stereo not drawn)	14	0	16	5	24	22	21	1
Cc1cc2nc(C3CCN(C(=O)c4cnccn4)CC3)cc(=O)n2[nH]1	-60	2	5	3	0	22	7	1
CCn1c(-c2ccc([N+](=O)[O-])cc2)csc1=Nc1cc(C)ccn1	-19	-44	0	-18	-16	11	7	-8
O=C(COc1cccc(N2CCCC2=O)c1)Nc1ccc2c(c1)OCCO2	-1	-3	0	0	-3	-14	36*	0
CCCc1cc(=O)oc2cc(C)cc(OCc3cc([N+](=O)[O-])ccc3OC)c12	6	2	7	9	3	0	-1	3
COc1ccccc1Cn1c(C2CCCN2C(C)=O)nc2ccccc21 (stereo not drawn)	-3	2	2	-54	10	/	/	0
Cc1nn(-c2ccccc2)c(Cl)c1C(=O)NCCc1c[nH]c2ccccc12	-4	-7	-18	-5	-9	-38	-7	-6
COc1ccccc1C1=NC(c2ccc(C)cc2)N=C1C (stereo not drawn)	5	3	5	-7	32*	24	6	7
COc1ccc2c(C)nc(Nc3nc(C)cc(-c4ccccc4)n3)nc2c1	-6	1	-4	0	-6	-11	-9	-6
COc1ccc(CNC(=O)c2ccc(-c3ccc(N4CCCC4)nn3)cc2)c(OC)c1	15	6	7	2	7	19	11	19
O=C(O)c1ccc(Cl)c(NC(=O)C2COc3ccccc3O2)c1 (stereo not drawn)	-2	-5	-3	58*	-2	-1	-3	-2
CC1=C(C(N)=O)C(c2ccc(C)o2)n2nc(-c3cccc(Cl)c3)nc2N1 (stereo not drawn)	-14	-3	-20	-3	-11	-29	-8	-2
O=C(COC(=O)c1ccc2ncsc2c1)Nc1ccccc1F	-25	-3	-4	-2	61*	0	2	3
O=c1c2ccccc2ncn1Cc1noc(-c2ccccc2F)n1	1	1	-4	0	0	0	0	0
COc1ccc(S(=O)(=O)N(Cc2cccnc2)Cc2cc3ccccc3[nH]c2=O)cc1	-37	-2	-11	-5	-21	-26	-15	0
Cc1nn2c(C)c(C(=O)Nc3ccc(F)cc3)nnc2c1-c1ccccc1	-6	-4	1	0	-13	-12	-3	-3
Cc1cc(-c2cnc(NCCCn3ccnc3)nc2-c2ccco2)on1	11	1	3	-16	10	1	2	1
COc1ccc(-c2noc(NCc3ccccc3F)n2)cc1OC	4	5	1	-5	11	9	8	2
CC(C)N1CC[C@@H]2[C@H]1C(=O)NC[C@H](CCC(=O)N1CCCC1)N2C	12	8	8	-15	-56	21	34*	1
COc1cccc(C(CNC(=O)Nc2cccc(C)c2)N2CCOCC2)c1 (stereo not drawn)	-2	0	-1	0	-5	0	0	0
O=C(Nc1nc2ccc(S(=O)(=O)N3CCOCC3)cc2s1)c1cc2ccccc2oc1=O	-6	-3	0	0	34*	29	1	0
Cc1ccc(CC(=O)NCCC(c2ccccc2)c2ccccc2)cc1C	4	3	22	8	16	20	7	7
COC(=O)c1ccc2c(=O)n(-c3ccc(C)c(F)c3)c(N3CCC(C(N)=O)CC3)nc2c1	-11	-5	-8	-7	-7	0	-9	-1
Cc1ccc(-c2noc(C3CCNCC3)n2)cc1	9	0	0	4	12	8	1	1
Cc1ccc(NC(=O)CCc2nnc3ccc(N4CCCC4)nn23)nc1	-28	-5	-1	-4	-6	-5	-7	-1
O=C(Nc1ccccc1-c1nc(-c2ccccn2)no1)c1cc(Cl)ccc1Cl	83*	7	3	19	56*	60*	44*	15
Cc1cncc(C2CCCN(C(=O)CCc3c(C)n[nH]c3C)C2)n1 (stereo not drawn)	21	1	15	4	15	13	15	0
Cc1c(C)n(-c2ccccc2)c2ncn(CC(=O)NCc3cccc(F)c3)c(=O)c12	45*	2	2	9	13	34*	-1	27
O=C(NC1CCN(c2cc(-c3ccccc3)[nH]n2)CC1)c1ccccn1	-3	-1	-12	-3	-25	-20	-29	-5
FC(F)(F)c1cccc(SCCOc2ccccc2)c1	-10	-24	-3	-21	-4	-7	0	-7
O=C(COc1ccccc1)N1CCCCC1c1nncn1CC1CC1 (stereo not drawn)	-233	2	4	4	6	25	1	2
CCCN1CCCC2(Cc3ccccc3CN(C(C)=O)C2)C1 (stereo not drawn)	-26	-12	-44	-9	-70	-187	-60	-6
CC(C)CCN1C[C@H]2CCN(C(=O)NC3CCCC3)CC[C@H]2S1(=O)=O	-7	-3	-8	-3	-10	-1	-8	0
O=C(c1ncn2c1CN(CC1CC1)S(=O)(=O)c1ccccc1-2)N1CCCC1	-60	-1	-8	-5	-9	-7	-14	1
Cc1scc2nc(C(=O)Nc3ccc4c(c3)OCO4)nc(N3CCOCC3)c12	20	11	-128	16	23	19	32*	8
O=C(CCCc1ccccc1)Nc1ccnn1C1CCN(Cc2cccc3c2OCO3)CC1	13	4	2	-10	-3	-13	2	-1
Cc1cc(C)c2cc(CN(CCCN3CCOCC3)C(=O)NC3CCCCC3)c(=O)[nH]c2c1	-12	-9	-20	-21	-13	-50	-17	-9
O=C(CN1CCOCC1)Nc1nc(-c2ccc3c(c2)CCN3C(=O)c2ccccc2F)cs1	15	1	16	-1	30*	11	8	-2
CCOc1ccc(NC(=O)c2ccccc2Cc2ccccc2)cc1	7	1	8	4	18	4	5	0
O=C(Cn1cncn1)NCc1cccc(C(F)(F)F)c1	0	-3	-9	0	-8	-11	-12	1
Cc1noc(C)c1S(=O)(=O)NCc1ccc2c(c1)CCO2	-9	0	10	1	1	11	7	1
COc1cc(C(=O)NC(Cc2ccccc2)c2nc3ccccc3[nH]2)cc(OC)c1OC (stereo not drawn)	10	8	13	11	3	66*	11	26
CS(=O)(=O)N1CCC(C(=O)Nc2ccccc2F)Oc2ccccc21 (stereo not drawn)	2	0	4	2	0	7	5	0
Cc1ccc(NC(=O)C2=CC(c3ccc(F)cc3)=NS(=O)(=O)N2C)cc1	-9	5	9	11	16	29	10	12
O=C(NCCn1ncc2c(N3CCN(c4ccccc4)CC3)ncnc21)C1CC1	-14	-7	-10	-6	/	-6	-14	-3
CCc1cccc(C)c1NC(=O)Nc1ccc(N2CCCCC2)cc1	1	2	-4	6	-12	2	-2	14
CC(O)[C@@H](NC(=O)C1(c2ccccc2)CCN(C(=O)[C@@H]2CCCN2C(=O)OC(C)(C)C)CC1)C(=O)O (stereo partly drawn)	0	0	8	4	13	11	4	0
CCNC(=O)N1CCC2(C1)c1ccccc1S(=O)(=O)N2Cc1ccc(F)cc1 (stereo not drawn)	2	0	0	1	4	6	-3	0
CCOC(=O)C1CCN(C(=O)Cn2c(=O)cc(C)c3c(-c4ccccc4)nn(-c4ccccc4)c32)CC1	7	4	-3	7	10	34*	-7	-1
COc1ccccc1C(=O)OC(C)C(=O)c1[nH]c(C)c(C(C)=O)c1C (stereo not drawn)	0	-3	-11	-4	-28	-62	0	-3
CC(=O)N1CCOc2cc(S(=O)(=O)NCC3CCC(C(=O)NCc4ccccn4)CC3)ccc21 (stereo not drawn)	-9	-4	-2	-3	-3	4	-6	2
Cc1ccc(CC(=O)N2CCCC(c3ccncn3)C2)s1 (stereo not drawn)	-23	-4	-11	-3	-6	-35	-14	-3
Cc1ccc2nc3c(cc2c1)CCN3S(=O)(=O)c1ccccc1	5	-1	-1	9	12	-5	-2	9
CN(CCc1ccccn1)C(=O)c1cn2ccccc2n1	0	-7	-18	-6	-24	-107	-29	-7
O=C(Nc1ccc(Cl)cc1)c1cccc(OCc2ccccc2)c1	-1	3	-1	-7	0	-4	1	15
Cc1noc(-c2ccc(N3CCCC(C(=O)Nc4cccc(F)c4C)C3)nc2)n1 (stereo not drawn)	1	2	1	1	18	-12	0	-3
OC(CN1CCN(c2ccc(F)cc2)CC1)c1ccc2c(c1)CCN2 (stereo not drawn)	18	-2	13	0	58*	61*	17	2
Cc1nc2sc3c(NCCCN4CCOCC4)ncnc3c2c2c1COC(C)(C)C2	4	5	10	7	-6	-1	4	-6
O=C(Cn1nc(C2CC2)cc1C(=O)N1CCCC1)Nc1ccccc1Cl	-32	0	2	-5	-6	10	-6	1
CC(C)N1CCC2(CC1)Nc1ccccc1C(=O)N2Cc1ccccc1	17	-3	4	-2	1	0	0	-8
Next structures follow.
SMILES	USP8 block	UCHL1 inh	OTUD3 block	USP7 block	USP17 inh	USP30 block	USP28 inh	USP10 block
O=C(NCC[C@@]12CCCC[C@@H]1c1c([nH]c(=O)[nH]c1=O)O2)c1ccccn1	-5	3	4	6	7	-1	3	-1
CC(C)n1nccc1C(=O)N1CCC(C2Nc3ccccc3S(=O)(=O)N2)CC1 (stereo not drawn)	2	0	0	0	-6	-27	-4	1
Cc1cc(C2CCCN2C(=O)Cc2c(F)cccc2Cl)on1 (stereo not drawn)	16	0	10	0	12	20	10	0
CN1CC(=O)N(C2CCNC2)Cc2c(NC3CCc4ccccc43)ncnc21 (stereo not drawn)	-180	-1	-1	1	-28	-24	-4	-12
O=C(Nc1cccc(Cl)c1Cl)N1CCCN(Cc2ccc(F)cc2)CC1	15	3	11	-51	0	15	3	1
CCCOc1ccc(C(=O)CCN2CCN(c3ccccc3OC)CC2)cc1	11	2	10	0	8	10	12	1
CC(=O)N1CCC(N2CCC[C@H]2c2nc(-c3cncnc3N)no2)CC1	21	0	12	3	12	22	14	1
COc1ccc2nc(NCC(=O)Nc3ccc(C(=O)O)cc3)sc2c1	-17	-5	0	-2	-7	-10	7	-2
CCOc1ccc(-c2nc(NC(=O)c3cnccn3)sc2C)cc1	-3	0	-17	-7	-17	-7	5	-2
O=C(c1nc(-c2ccc(N3CCCCC3)nc2)no1)N1CCOCC1	20	3	16	-33	24	30	12	7
COc1cccc(-n2c(=O)[nH]c3c(c2=O)C(C)(C)Cc2ccccc2-3)c1	7	2	0	7	4	-54	-5	0
CCOC(=O)C1CCCN(C(=O)COc2cc3oc(C)c(Oc4ccccc4)c(=O)c3cc2CC)C1 (stereo not drawn)	-8	-1	1	3	4	18	0	4
O=C(NCC(c1ccco1)N1CCOCC1)c1ccccc1F (stereo not drawn)	4	1	0	-10	-23	-42	0	3
Cn1c(NC(=O)c2ccc(Cl)c([N+](=O)[O-])c2)cc(=O)n(C)c1=O	-95	0	14	1	2	10	10	0
COc1ccc(C(=O)NC(C(=O)OCC(=O)c2ccc(C)cc2)C(C)C)cc1OC (stereo not drawn)	6	4	0	4	-5	-8	1	-1
c1ccc(C2(c3nc(CN4CCOCC4)no3)CCOCC2)cc1	11	1	1	2	11	9	6	0
O=C1C[C@@H](O)[C@]2(O)CCO[C@@H]2C1	8	0	0	8	6	-32	4	2
COC(=O)c1cc(-c2ccccc2)sc1NC(=O)c1cccc(OC)c1	-137	-2	0	2	-14	-60	-8	0
COc1cccc2c1OC(C)(C)[C@H]1CC3(CCN(C(=O)c4cccc5c4OCCO5)CC3)CO[C@H]21	-18	0	-11	0	-7	-6	-17	-4
COC(=O)c1c(OC)cc2c(c1C)Oc1c(Cl)c(O)c(Cl)c(C)c1C(=O)O2	-4	3	7	8	16	30*	21	32*
